Source: PubChem (National Center for Advancing Translational Sciences (NCATS))
MCF10A rereplic: A quantitative high throughput screen for small molecules that induce DNA re-replication in MCF 10a normal breast cells | MCF 10A DNA re-replication, Hoechst nuclear intensity, 48 h | Potency, µM (doses to about 46.1 µM), for the others: at the highest dose activity, positive = re-replication, most hits filed as activators | actives 2.9% (n = 350,000) | AID 624296, 2012; note: potency is the fitted concentration of half-maximal effect; % of control where 0% means no effect; nearly all actives have a fitted effect of over 50% in size
ATXN2 expr inh: Primary qHTS for Inhibitors of ATXN expression; actives 0.72% (n = 360,000); AID 1745845, 2022; Potency, µM (doses to about 57 µM), without a hit: top-dose activity change, negative = inhibition, usual class: inhibitors; HEK-293 ATXN2-luciferase reporter, luminescence, 24 h; note: potency is the fitted concentration of half-maximal effect; % is set by controls: 0 for no effect and ±100 for the full control effect; nearly all actives have a fitted effect of over 55% in size
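qHTS (up to 57 uM final) was run with 24 h compound exposure of reporter cells at 37 °C. Each well was multiplexed: SteadyGlo luminescence measured ATXN2-luciferase expression after a fluorogenic Gly-Phe-AFC viability readout (25 uM final).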
IL1B secr inh: qHTS for Inhibitors of Inflammasome Signaling: IL-1-beta AlphaLISA Primary Screen; activity change, % at 57.5 µM; actives 4.7% (n = 360,000); THP-1 LPS/ATP IL-1B secretion, AlphaLISA, 16 h; active compounds read low; AID 743279, 2014; in the data active = activity change below about -50%; inconclusive = mostly about -30% to -49%; note: % is set by controls: 0 for no effect and ±100 for the full control effect
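Secreted IL-1B measured by AlphaLISA bead assay after 16 h compound exposure of THP-1 cells; compounds (final up to 57.5 uM) added 1 h before LPS (250 ng/mL) and ATP (1.25 mM) stimulation; lower signal means less secretion.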
SW480 rereplic: A quantitative high throughput screen for small molecules that induce DNA re-replication in SW480 colon adenocarcinoma cells | SW480 DNA re-replication, Hoechst DNA content imaging, 48 h | Potency, µM (titrated, usually from 46.1 µM), for the others: at the highest dose re-replication activation, most hits filed as activators | actives 1.8% (n = 340,000); note: potency is the fitted concentration of half-maximal effect; % of control where 0% means no effect; nearly all actives have a fitted effect of over 55% in size
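Cells (250 per well) received 23 nL compound or DMSO by pin tool and were kept 48 hr at 37 C, 5% CO2. Nuclei were then stained with Hoechst for 40 min and scanned for DNA content.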
KB-3-1 cytotox: qHTS assay for MDR1-selective chemotherapeutics: Primary screen using the parental adenocarcinoma cell KB-3-1. KB-3-1 viability, CellTiter-Glo ATP luminescence, 72 h. Potency, µM (highest dose often 46.1 µM), for the others: top-dose activity change, negative = cytotoxic, hits mostly cytotoxic. actives 1.4% (n = 400,000); note: potency is the fitted concentration of half-maximal effect; % is set by controls: 0 for no effect and ±100 for the full control effect; nearly all actives have a fitted effect of over 60% in size
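Cells are dispensed, compounds pinned in, plates held at 37 °C for 72 h, then CellTiter-Glo is added and luminescence read after 10 minutes. Cell line: parental KB-3-1 in phenol-red-free DMEM, 10% FBS.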
HT1080 IDH1KD tx: qHTS for induction of synthetic lethality in tumor cells producing 2HG: qHTS for the HT-1080-IDH1KD cell line. HT-1080 IDH1 knockdown viability, ATP luminescence, 48 h. Potency, µM (highest dose often 46.1 µM), inactives show at the highest dose activity, negative = toxicity, usual class: cytotoxic. actives 2% (n = 360,000). AID 686971, 2013;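 note: potency is the fitted concentration of half-maximal effect; 0% = DMSO wells and -100% = cell-free medium wells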
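Cytotoxicity counter-line: IDH1KD HT-1080, 48 h, CellTiter-Glo. Curves classed by r2, magnitude and activity.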
HT1080-NT tox: qHTS for induction of synthetic lethality in tumor cells producing 2HG: qHTS for the HT-1080-NT fibrosarcoma cell line; HT-1080-NT fibrosarcoma viability, CellTiter-Glo ATP luminescence, 48 h; Potency, µM (top dose mostly 46.1 µM), for inactives: top-dose activity, negative = less viability, hits mostly cytotoxic; actives 1.6% (n = 360,000);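 note: NT is the 2HG producing partner of a matched IDH1 knockdown line; potency is the fitted concentration of half-maximal effect; 0% = DMSO-treated cells and -100% = media-only wells without cells; nearly all actives have a fitted effect of over 55% in size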
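Toxicity toward the 2HG-producing NT line was scored as %Activity, normalised to DMSO and no-cell wells, from CellTiter-Glo luminescence after 48 hours' treatment.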
KB-V1 cytotox: qHTS assay for MDR1-selective chemotherapeutics: Primary screen using the drug-selected MDR subline cells KB-V1. KB-V1 MDR cells viability, CellTiter-Glo, 72 h. Potency, µM (titrated, usually from 46.1 µM), without a hit: top-dose activity change, negative = cytotoxicity, hits mostly cytotoxic. actives 3.4% (n = 400,000). AID 1347076, 2019; note: potency is the fitted concentration of half-maximal effect; % is set by controls: 0 for no effect and ±100 for the full control effect; nearly all actives have a fitted effect of over 60% in size
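Cytotoxicity via CellTiter-Glo luminescence after 72 h compound exposure at 37 degrees C. Cells: drug-selected KB-V1 line, DMEM phenol-red free plus 10% FBS. Compounds tested at multiple concentrations; normalized data fitted to concentration-effect curves.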
S2 tox: Viability Counterscreen for Primary qHTS for Inhibitors of ATXN expression. actives 0.49% (n = 400,000). S2 cells (HEK-293 line with an ATXN2-luciferase reporter) viability, CellTiter-Fluor protease fluorescence, 24 h. Potency, µM (top dose mostly 56.7 µM), actives largely listed as cytotoxic; note: potency is the fitted concentration of half-maximal effect; nearly all actives have a fitted effect of over 40% in size
The depositor's hits bear a star; i = inactive; ? = inconclusive; . = no result given; [ ] = remark or other dose. Unless noted, calls come from the whole dose curve; as a rule, active = well fitted curve in the direction sought with a large enough effect; inconclusive = small, poorly fitted or top-dose-only effect, or another doubt; inactive = no such curve, though single readings can be large; an effect the other way counts as inactive or inconclusive.

item	canonical_smiles	MCF10A rereplic	ATXN2 expr inh	IL1B secr inh	SW480 rereplic	KB-3-1 cytotox	HT1080 IDH1KD tx	HT1080-NT tox	KB-V1 cytotox	S2 tox
1	COc1cccc(CN2CCN(Cc3ccon3)CC2CCO)c1 (centres undefined)	-22%	4%	16	?	-2%	13%	16%	-6%	i
2	COC(=O)c1cc(C(=O)OC)n(Cc2ccc(C)cc2)c1C	0%	8%	22	-10%	1%	-4%	-2%	-10%	i
3	COc1ccc(C)cc1NC(c1nnc(-c2ccccc2)o1)c1ccc(F)cc1Cl (centres undefined)	.	-2%	.	.	-16%	.	.	-2%	i
4	CC1CN(c2oc(-c3ccco3)nc2S(=O)(=O)c2ccccc2)CC(C)O1 (centres undefined)	-1%	-22%	-1	-3%	10%	5%	19%	9%	i
5	COc1ccc(NC(=O)CSc2n[nH]c(CNc3cccc(C)c3)n2)cc1	2%	-7%	-3	-25%	-6%	?	-6%	-16%	i
6	Cn1c(=O)c2c(ncn2CC(=O)N2CCN(c3ccccc3F)CC2)n(C)c1=O	-13%	-8%	30	0%	4%	5%	16%	7%	i
7	COc1ccc(C(=O)O/N=C(\N)c2ccccn2)cc1[N+](=O)[O-]	4%	37%	-18	0%	9%	-4%	9%	-2%	?
8	CN(CCOC(=O)c1cccc(Br)c1)C(C)(C)C	?	-5%	-10	-3%[9.22 µM]	0%	-3%	4%	25%	i
9	CN(C(=O)COC(=O)c1cccs1)c1c(N)n(Cc2ccccc2)c(=O)[nH]c1=O	0%	-1%	5	-4%	6%	6%	9%	2%	i
10	O=C(NCC(c1cccnc1)N1CCN(Cc2ccccc2)CC1)C(=O)Nc1cccc(F)c1 (centres undefined)	.	32%	.	.	0%	.	.	0%	i
11	Cc1ccc(S(=O)(=O)NC2c3cccc4cccc(c34)C2Sc2nc(C)cc(C)n2)cc1 (centres undefined)	?	-2%	3	-59%[inhibitor]	-11%	1%	1%	5.2µM*	i
12	CC1CC(=O)N(CC(=O)Nc2ccc(F)cc2F)c2ccccc2S1 (centres undefined)	.	10%	.	.	5%	.	.	?	i
13	Cc1ccc(NC(=O)CCC(=O)O)cc1F	4%	-1%	6	-10%	9%	25%	10%	1%	i
14	CC(Cl)C(=O)NNc1cccc(Cl)n1 (centres undefined)	-11%	1%	14	-4%	-19%	5%	0%	3%	i
15	Cc1ccc(NC(=O)/C=C/C(=O)O)c([N+](=O)[O-])c1	-4%	3%	13	1%	7%	3%	1%	4%	i
16	COC(=O)[C@]12CCCCC=C1N(Cc1ccco1)C(=O)[C@H](CC(=O)NCc1ccc(C)o1)C2	.	11%	-10	.	12%	11%	27%	15%	i
17	Cc1n[nH]c(C)c1Cc1ccc(C(=O)O)cc1	0%	17%	19	1%	-5%	14%	19%	-3%	i
18	CC(=O)Nc1ccc(S(=O)(=O)NC2CC(=O)N(c3ccc(C)c(C)c3)C2)cc1 (centres undefined)	-1%	13%	-10	1%	2%	10%	6%	14%	i
19	CC(NCC(=O)Nc1ccccc1C(=O)NC1CC1)c1ccc(F)cc1F (centres undefined)	-5%	-3%	-4	-1%	-5%	1%	7%	?	i
20	NC(=O)c1ccc(NC(=O)CSc2nc3ccccc3c(=O)n2CCCN2CCOCC2)cc1	-3%	11%	-3	?	-11%	3%	-3%	-21%	i
21	O=C(Nc1cc2nn(-c3ccccc3)nc2cc1Cl)c1ccco1	8%	-3%	41	-6%	-24%	4%	5%	-11%	i
22	c1cncc(-c2cnc3ccccc3c2)c1	0%	29%	-3	-13%	-3%	19%	0%	5%	i
23	NC1=NC(=O)C(CC(=O)c2ccc(Cl)cc2)S1 (centres undefined)	2%	1%	13	-5%	13%	6%	12%	-18%	i
24	C[C@@H](CO)NC(=O)[C@H]1O[C@@H](n2cnc3c(N)ncnc32)[C@H](O)[C@@H]1O	.	-5%	-3	.	0%	15%	0%	0%	i
25	Cc1ccc(Cn2nc(C)c(NC(=O)C3CC3)c2C)cc1	-1%	30%	0	1%	-2%	14%	13%	-2%	i
26	CCOC(=O)C1CCCN(C(=S)Nc2cccc(Cl)c2C)C1 (centres undefined)	-12%	-9%	11	-1%	-1%	12%	19%	3%	i
27	CN(C)CCOC(=O)c1cccc(Br)c1	7%	4%	29	-2%	-11%	23%	19%	1%	i
28	CCCOc1ccc(N2CC(C(=O)NC(C)C)CC2=O)cc1 (centres undefined)	1%	-10%	12	-2%	-4%	-5%	-1%	13%	i
29	Cc1nc2nc(SCc3ccccc3)[nH]n2c(=O)c1CCC(C)C	-1%	.	5	-12%	3%	4%	-1%	6%	.
30	Clc1cccc(-c2cccc3nccn23)c1Cl	.	12%	-16	.	0%	-27%	-16%	4%	i
31	O=C(CSc1nc2c([nH]c3ccccc32)c(=O)n1-c1ccc(Cl)cc1)c1ccccc1	.	9%	.	.	3%	.	.	?	i
32	NC(=O)C1CCN(c2nc(-c3ccc4ccccc4c3)cs2)CC1	6%	22%	.	-9%	2%	.	.	10%	i
33	S=c1[nH]nc(Nc2cccc3ccccc23)s1	?	24%	12	-41%[inhibitor]	14%	1%	-1%	18%	i
34	O=C(C(c1ccccc1)C(O)(c1ccccc1)c1ccccc1)N1CCOCC1 (centres undefined)	-1%	-18%	-18	-7%	-6%	13%	-4%	-16%	i
35	O=C1CN(C(=S)NC(=O)c2ccccc2[N+](=O)[O-])CCN1	-13%	-10%	30	-1%	23%	2%	-8%	0%	i
36	NC(=O)c1cc2ccccc2o/c1=N/NC(=O)c1cccc(F)c1	0%	0%	-8	2%	-10%	5%	14%	?	i
37	O=C(OC(C(=O)NC1CCCC1)c1ccccn1)c1cccs1 (centres undefined)	8%	1%	-13	1%	0%	0%	0%	4%	i
38	CCOc1ccccc1N1CCN(c2nc3ccccc3nc2C(C#N)C(=O)OC)CC1 (centres undefined)	-9%	4%	18	-3%	-2%	10%	9%	?	i
39	COc1cccc2c(=O)c3ccoc3n(C)c12	-1%	9%	-10	-46%[inhibitor]	0%	4%	-1%	-14%	i
40	COc1cc(CCC(=O)N2CCN(S(=O)(=O)c3ccc(C)c(C)c3)CC2)cc(OC)c1OC	?	-13%	-7	1%	-15%	?	-41%	-27%	i
41	CN(C)c1ccc(NC(=O)CSc2nc3ccccc3c(=O)n2CC2CCCO2)cc1 (centres undefined)	6%	-17%	-1	1%	-5%	2%	0%	-29%	i
42	O=C(NCCc1ccco1)C(=O)NCC1OCCCN1S(=O)(=O)c1ccc(Cl)cc1 (centres undefined)	2%	5%	-8	10%	-15%	2%	1%	-6%	i
43	CCOC(=O)Cc1csc(NC(=O)c2ccc(S(=O)(=O)N(CCOC)CCOC)cc2)n1	10%	6%	8	-13%	10%	-8%	1%	17%	i
44	COc1ccc([N+](=O)[O-])cc1NC(=O)C(C)OC(=O)CSC(C)C(=O)Nc1cc(C)on1 (centres undefined)	?	1%	8	-6%	10%	0%	1%	4%	i
45	O=C(CN1CCN(C(=O)C2CCN(C(=O)/C=C/c3ccccc3)CC2)CC1)Nc1ccccc1Cl	21%	-14%	13	?	-17%	1%	-5%	-24%	i
46	CN(CC(=O)Nc1cccc(F)c1)C(=O)CN1C(=O)NC2(CCCCC2)C1=O	-14%	3%	3	?	17%	-2%	-1%	?	i
47	CC(C)Cn1c(N)c(C(=O)COC(=O)/C=C/c2cccs2)c(=O)n(C)c1=O	8%	?	-4	1%	-12%	-13%	?	-20%	?
48	N/C(=N\OC(=O)CCc1ccccc1)c1ccc(Br)cc1	-1%	32%	5	-4%	-2%	?	4%	-6%	i
49	O=C(NCc1ccco1)c1ccc(N2CCCC2=O)cc1	-1%	15%	?	-4%	4%	12%	24%	11%	i
50	Cn1c(=O)c2c(nc(SCCN3CCOCC3)n2Cc2ccccc2)n(C)c1=O	4%	2%	-16	1%	0%	-3%	-3%	-3%	i
51	COc1ccc(N2C(=O)CS(=O)(=O)C23C(=O)N(Cc2c(F)cccc2Cl)c2ccccc23)cc1 (centres undefined)	.	4%	.	.	-4%	.	.	-24%	i
52	CCOc1cc2c(C#N)c(N3CCCC3)nc(N)c2c(N)n1	11%	12%	-13	-13%	14%	20%	11%	-18%	i
53	Cc1c(NC(=O)N(C)c2ccccc2)c(=O)n(-c2ccccc2)n1C	-3%	.	3	1%	8%	-3%	-2%	-2%	?
54	COc1cc2c(cc1OC)C(C)N(C(=O)c1cc3ccccc3o1)CC2 (centres undefined)	3%	?	-59*	11%	-3%	5.6µM*	?	0%	i
55	C[C@@H]1CN([C@H](C)CO)C(=O)c2cc(NS(=O)(=O)c3cn(C)cn3)ccc2O[C@H]1CN(C)C(=O)Nc1ccccc1	7%	2%	6	-1%	7%	6%	7%	12%	i

Entries 52 through 55 of the list above:
item	canonical_smiles	MCF10A rereplic	ATXN2 expr inh	IL1B secr inh	SW480 rereplic	KB-3-1 cytotox	HT1080 IDH1KD tx	HT1080-NT tox	KB-V1 cytotox	S2 tox
52	CCOc1cc2c(C#N)c(N3CCCC3)nc(N)c2c(N)n1	11%	12%	-13	-13%	14%	20%	11%	-18%	i
53	Cc1c(NC(=O)N(C)c2ccccc2)c(=O)n(-c2ccccc2)n1C	-3%	.	3	1%	8%	-3%	-2%	-2%	?
54	COc1cc2c(cc1OC)C(C)N(C(=O)c1cc3ccccc3o1)CC2 (centres undefined)	3%	?	-59*	11%	-3%	5.6µM*	?	0%	i
55	C[C@@H]1CN([C@H](C)CO)C(=O)c2cc(NS(=O)(=O)c3cn(C)cn3)ccc2O[C@H]1CN(C)C(=O)Nc1ccccc1	7%	2%	6	-1%	7%	6%	7%	12%	i
